RGS4 inhibitor: human RGS4 inhibition; Transcreener GDP fluorescence polarization, RGS4-accelerated GTP hydrolysis; Potency, µM (top dose mostly 114 µM), inactives show top-dose activity change, negative = inhibition, most hits filed as inhibitors; 390,000 tested, 0.039% active; AID 504845; further: potency means the concentration at half of the fitted maximal effect; on the % scale 0 is the no-effect control and ±100 the full control effect; nearly all actives have a fitted effect of over 75% in size; some results filed as inactive show a strong effect at the top dose
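MLSMR compounds (23 nl, pin-transferred) preincubated 10 min at room temperature with a 500nM (2x) first reagent, then RGS4 at 900nM (2x) plus Transcreener GDP mix added; fluorescence polarization (620/688 nm) read before and after 90 min at 30 °C.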
LDHA block: blocks human lactate dehydrogenase A; P00338; purified LDHA, NADH/diaphorase-resazurin fluorescence; hits give low values; activity change, % (values are at about 110 or 230 µM); 480,000 tested, 0.15% active; AID 1347041; in the data active means activity change below about -30%; inconclusive means mostly about -25% to -30%;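 further: plate controls were DMSO wells for no effect and wells without enzyme for full effect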
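Remaining NADH was detected by diaphorase (0.133 mg/mL) converting 37 µM resazurin to fluorescent resorufin, read at 0 and 20 minutes. The preceding 5-minute room-temperature reaction used 2 nM LDHA, 0.2 mM sodium pyruvate and 0.06 mM NADH at pH 7.4.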
ERG-DNA inh: blocks human ERG Ets domain binding to DNA; P11308; fluorescence polarization, His-ERG Ets domain / labelled DNA; Potency, µM (doses to about 76.9 µM), without a hit: at the highest dose FP activity, negative = inhibition, most hits filed as inhibitors; 370,000 tested, 0.028% active; active means well fitted inhibition curve with a large enough effect in the polarisation, with a control signal flat; inconclusive means small, poorly fitted or top-dose-only effect, or effect the other way, or a change in a side signal; inactive means no such curve, though single readings can be large or run the other way; the % refers to the polarisation;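 further: polarization taken with two DNA probes labelled with fluorescein and Texas red; potency means the concentration at half of the fitted maximal effect; % of control where 0% means no effect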
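His-tagged ERG Ets domain (1 uM in the protein solution; 300mM KCl, 50mM Tris-HCl, 1mM EDTA, 1mM DTT, pH 7.5) received compound, then a probe mix of 5 nM fluorescein-DNA and 100nM Texas-615-DNA. Fluorescence polarization was read for both dyes.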
Glioma ERSR ind: ER stress response induction in glioma; U87-MG GRP78 promoter luciferase reporter, 16 h; Potency, µM, for the others: at the highest dose activation, most hits filed as activators; 420,000 tested, 0.02% active; AID 602332; further: potency means the concentration at half of the fitted maximal effect; series mostly up to about 76 µM; % of control where 0% means no effect; nearly all actives have a fitted effect of over 35% in size
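ERSR induction read as luciferase luminescence (Bright-Glo, 10 min at room temperature) in stably transfected human U87-MG glioma cells exposed to compounds for 16 h, using GRP78 as sensor.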
Vif-A3F inh: blocks the Vif interaction with APOBEC3F | 390,000 tested, 0.2% active | Potency, µM (highest dose often 46.1 µM), for the others: top-dose activity, negative = active | HeLa A3F-eYFP + Vif (tagged APOBEC3F with the HIV-1 protein that degrades it), YFP fluorescence increase; further: potency means the concentration at half of the fitted maximal effect; % of control where 0% means no effect; nearly all actives have a fitted effect of over 65% in size
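HeLa cells stably expressing A3F-eYFP plus Vif, plated and incubated overnight at 37 deg C, then exposed to compounds overnight at 37 deg C. Blocked degradation read as raised yellow fluorescence (Ex 488/Em 500-530).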
Vif-APOBEC3G blk: Vif-A3G binding inhibition | Q9HC16 | HeLa A3G-eYFP + Vif (tagged APOBEC3G with the HIV-1 protein that degrades it), YFP fluorescence, overnight | Potency, µM (top dose mostly 46.1 µM), for inactives: at the top dose activity, negative = active, usual class: inhibitors | 410,000 tested, 0.076% active;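 further: potency means the concentration at half of the fitted maximal effect; on the % scale 0 is the no-effect control and ±100 the full control effect; nearly all actives have a fitted effect of over 60% in size; hits raise eYFP signal because A3G escapes Vif-driven loss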
Target sequence (Q9HC16 whole entry, looked up): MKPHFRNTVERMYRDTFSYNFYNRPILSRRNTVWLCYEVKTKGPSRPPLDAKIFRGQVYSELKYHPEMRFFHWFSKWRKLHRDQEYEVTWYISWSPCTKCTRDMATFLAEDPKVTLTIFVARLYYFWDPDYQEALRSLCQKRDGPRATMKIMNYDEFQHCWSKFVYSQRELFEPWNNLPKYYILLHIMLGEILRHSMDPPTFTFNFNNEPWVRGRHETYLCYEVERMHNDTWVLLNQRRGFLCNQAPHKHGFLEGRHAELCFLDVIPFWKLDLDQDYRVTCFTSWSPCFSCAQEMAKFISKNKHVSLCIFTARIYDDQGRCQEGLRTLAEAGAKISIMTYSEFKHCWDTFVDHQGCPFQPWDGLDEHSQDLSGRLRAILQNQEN
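Read-out is eYFP fluorescence (Ex 488/Em 500-530) from Vif-expressing HeLa A3G-eYFP cells; more signal means A3G escaped Vif-mediated degradation. Cells plated overnight, compound pinned in, incubated overnight at 37 deg C.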
ALOX12 inh: inhibitors of human 12S-lipoxygenase ALOX12; P18054; purified 12hLO, xylenol orange hydroperoxide absorbance; Potency, µM (series often up to 108 µM), for the others: top-dose activity change, negative = inhibition, actives largely listed as inhibitors; 580,000 tested, 1.1% active; further: potency means the concentration at half of the fitted maximal effect; on the % scale 0 is the no-effect control and ±100 the full control effect
Target sequence (P18054 whole entry, looked up): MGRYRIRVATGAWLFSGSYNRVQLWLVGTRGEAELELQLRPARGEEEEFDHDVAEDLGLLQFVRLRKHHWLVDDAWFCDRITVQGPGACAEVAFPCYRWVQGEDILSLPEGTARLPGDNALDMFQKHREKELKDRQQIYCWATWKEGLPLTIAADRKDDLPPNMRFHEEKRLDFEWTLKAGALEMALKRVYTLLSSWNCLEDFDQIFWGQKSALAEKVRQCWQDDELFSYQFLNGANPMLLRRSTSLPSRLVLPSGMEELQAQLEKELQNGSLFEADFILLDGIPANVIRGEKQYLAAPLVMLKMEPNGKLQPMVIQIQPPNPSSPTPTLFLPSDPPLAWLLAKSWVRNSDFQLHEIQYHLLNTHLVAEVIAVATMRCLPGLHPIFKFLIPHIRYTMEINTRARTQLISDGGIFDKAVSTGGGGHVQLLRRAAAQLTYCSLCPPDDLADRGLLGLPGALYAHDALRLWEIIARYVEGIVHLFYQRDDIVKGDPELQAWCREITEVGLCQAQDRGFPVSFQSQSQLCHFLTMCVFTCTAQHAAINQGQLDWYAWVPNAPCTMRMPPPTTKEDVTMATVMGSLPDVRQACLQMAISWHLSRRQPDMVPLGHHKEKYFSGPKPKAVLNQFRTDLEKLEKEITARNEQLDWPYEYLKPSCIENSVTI
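Hydroperoxide product was detected by ferrous iron/xylenol orange as the 573 to 405 nm absorbance ratio. Arachidonic acid at 40 uM (final) was turned over for 30 min at room temperature by 150 nM human 12hLO, pH 7.0 Hepes buffer, after 15 min compound preincubation.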
D2 agonist: D2 dopamine receptor (human) agonism. P14416. HEK293 T-REx D2 cells, calcium flux agonist mode. activation, % at 2 µM. 340,000 tested, 0.53% active. AID 485358;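 active means activation over 3 SD above normal in the single-dose calcium agonist read, cut at about 30% in these data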; further: 0% is about no effect
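In this primary screen, compounds producing a positive calcium signal within 180 s of addition to tetracycline-induced, force-coupled HEK293 Trex D2 cells are flagged; cells are dye-loaded with a no-wash calcium kit beforehand.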
D2 antagonist: antagonists of human D2 dopamine receptor; P14416; HEK293 TREx D2 cells, calcium flux, dopamine EC80; inhibition, % at 10 µM; 340,000 tested, 2% active; AID 485344; in the data active means inhibition above about 30%; further: 0% is about no effect
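Antagonism is scored as inhibition of an EC80 dopamine-evoked calcium signal in a force-coupled, tetracycline-inducible HEK293 T-REx D2 line, with compound present 180 s before agonist.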
* = called active by the depositor; i = inactive; ? = inconclusive; . = no result given; & = joins results of further samples; [ ] = dose if it differs, or a comment. Unless noted, the call rests on the fitted dose curve; in most records, active means well fitted curve in the direction sought with a large enough effect; inconclusive means small, poorly fitted or top-dose-only effect, or another doubt; inactive means no such curve, though single readings can be large; an effect the other way counts as inactive or inconclusive.

canonical_smiles	RGS4 inhibitor	LDHA block	ERG-DNA inh	Glioma ERSR ind	Vif-A3F inh	Vif-APOBEC3G blk	ALOX12 inh	D2 agonist	D2 antagonist
CSC1=C(C#N)C(=O)NC(c2ccccc2O)S1 (stereo not given)	-38%	-2	11%	-5%	12%	0%	?	1.1	9
Cc1ccc(C(=O)c2c(C)oc3c2C(=O)C(=O)c2ccccc2-3)cc1	?	31	-1%	-13%	-5%	-10%	.	1.1	-36
COc1cccc(NC(=O)CCC2CCN(C(=O)C3CC=CCC3)CC2)c1 (stereo not given)	-4%[56.9 µM]	-1	6%	5%	5%	4%	-28%	-0.1	-2
COc1ccc(-c2sc3ccccc3c2-c2ccc(OCCN(C)C)cc2)cc1	4%	-2	-2%	-12%	6%	6%	?	.	.
Cc1ccc(NC(=O)CCC(=O)NNC(=O)Cc2ccccc2)cc1C	-10%	-8	.	-1%	-1%	-5%	24%	.	.
COc1ccc(NS(=O)(=O)c2cc([N+](=O)[O-])ccc2N/N=C/c2c(C)[nH]c3ccccc23)cc1	-16%	-3	7%	-3%	?	?	-10%	.	.
COc1ccc(NC(=O)c2cc(-c3cc(F)ccc3OC(C)C)n[nH]2)c(OC)c1	.	0	.	-1%	.	-1%	3%	.	.
O=C(CSCc1cccc(Cl)c1)OCc1nc2ccsc2c(=O)[nH]1	19%	-7	11%	2%	5%	0%	7%	-0.3	6
COc1ccc(/C=C2\SC(=O)N(CCNC(=O)C3CCN(S(=O)(=O)c4cccs4)CC3)C2=O)cc1	1%	-3	-3%	5%	1%	0%	-14%	1.2	9
O=C(COc1ccc(Cl)cc1)NCc1ccncc1	30%	-4	-7%	-2%	-2%	5%	7%	0.0	11
CSc1cccc(NC(=O)CCNS(=O)(=O)c2ccc3[nH]c(=O)oc3c2)c1	28%[11.4 µM]	-5	-7%	-10%	-4%	0%	-13%	1.9	8
CCN(CC)CCCNC(=O)c1cn(C)c2ccc(S(=O)(=O)N(C)C3CCCCC3)cc2c1=O	16%&-10%	-2&2	7%&0%	-3%&-4%	4%&1%	2%&-4%	?	-0.2&-0.8	2
CC(=O)Nc1nnc(Cc2c[nH]c3ccccc23)s1	-8%	-1&-11	11%	-2%	-7%	0%	37%&7%[activator]	0.2	2
Cc1cc(C)cc(OCc2cc(=O)n3c(-c4ccccc4)csc3n2)c1	0%	0	-5%	1%	-7%	9%	-18%	0.8	.
COc1cc(NC(=O)c2cc(-c3cccc(O)c3)on2)cc(OC)c1OC	-16%	1&-5	1%	-6%	-3%	-29%	6%&-4%	-0.1	-2
CCN(CC(=O)NCc1cccs1)C(=O)C(c1ccccc1)c1ccccc1	7%	-8	6%	-3%	-1%	1%	0%	-0.2	1
CCOc1ccccc1-c1nc(CN2CCCC2c2nccs2)c(C)o1 (stereo not given)	-29%	5	-5%	-3%	4%	-7%	14%	-0.2	-7
COCC(C)NC(=O)c1cccc(Cl)c1 (stereo not given)	3%[11.4 µM]	-6	1%	-7%	9%	2%	31%	0.1	2
COc1ccc(C(=O)c2c[nH]c(C(=O)NCC3CCCO3)c2)cc1 (stereo not given)	3%	-2	9%	2%	0%	0%	0%	-1.8	1
COc1ccc(Br)cc1CN(C)CC(=O)Nc1c(Cl)cccc1Cl	-12%	6	0%	-3%	-11%	0%	11%	1.3	14
COc1ccc(C(=O)NC2CCCCC2)cc1S(=O)(=O)N1CCOCC1	7%	-6	2%	-4%	3%	0%	-3%	0.1	2
CCC(C)NC(=O)c1c(-c2cc(Cl)c(OC)c(Cl)c2)noc1C (stereo not given)	8%	-7	3%	-6%	-8%	0%	6%	0.1	2
CN(CC(=O)N1CCN(c2cccc(Cl)c2)CC1)S(=O)(=O)c1cnc[nH]1	2%	-5	.	-5%	-12%	-2%	-25%	0.1	-10
CN(C)C(=O)C(=O)c1c(-c2ccccc2)cc2ccccn12	-52%	-4	8%	-5%	-3%	0%	?	-0.2	7
O=C(COC(=O)c1cc[n+]([O-])cc1)Nc1ccc(Cl)cc1C(F)(F)F	14%	-8	-11%	-4%	3%	1%	.	0.6	-30
Cn1c(=O)c2c(SCC(=O)NCC3CCCO3)nc(-c3ccccc3Cl)nc2n(C)c1=O (stereo not given)	-7%	-2	2%	-5%	5%	-2%	i	-0.5	-18
O=C(Nc1ccccc1)Nc1n[nH]c2nnc(-c3ccccc3)c(-c3ccccc3)c12	-13%	-10	-5%	-2%	6%	-6%	-5%	0.5	-9
COc1cc(Cl)c(C)cc1NC(=O)c1cc2ccc3cccnc3c2[nH]1	-47%	-6	1%	-2%	-1%	-7%	-16%	-0.2	.
O=C(NC(=S)Nc1cccc2ncccc12)c1ccccc1	1%	-1	0%	0%	5%	1%	?	0.7	-12
CC(=O)Nc1cc(-c2ccc(F)cc2)cn2c(-c3ccc(F)c(Cl)c3)cnc12	.	3	.	?	.	-27%	?	.	.

Next section.
canonical_smiles	RGS4 inhibitor	LDHA block	ERG-DNA inh	Glioma ERSR ind	Vif-A3F inh	Vif-APOBEC3G blk	ALOX12 inh	D2 agonist	D2 antagonist
COc1ccc(N2CC(NC(=O)COc3ccc4ccccc4c3)CC2=O)cc1 (stereo not given)	4%	-3	2%	-3%	-5%	2%	-4%	0.6	.
NS(=O)(=O)c1ccc(CNC(=O)CNC(=O)Cc2ccccc2)cc1	13%	-10	-3%	-4%	14%	-3%	-11%	.	.
CCCN1CCN(S(=O)(=O)c2cc3c(cc2C)NC(=O)CO3)CC1	18%	-6	-8%	-6%	-4%	5%	15%	-0.8	13
O=C(CSCC(=O)NN=Cc1ccccc1O)NN=Cc1ccccc1O	-13%	1	13%	-1%	-7%	-10%	1%	.	.
CCc1ccccc1NC(=S)N1N=CCC1c1ccccc1 (stereo not given)	-21%	-5	2%	4%	1%	-5%	-11%	-0.6	6
CCOC(=O)c1sc2nc(C)nc(SCC(N)=O)c2c1C	-1%	-12	8%	2%	3%	-10%	11%	0.2	-1
CCc1ccc(C2C(C(=O)Nc3ccc(Cl)cc3)=C(C)Nc3ncnn32)cc1 (stereo not given)	2%	-17	-3%	-6%	2%	-3%	-6%	0.0	.
CCc1c(O)nc(SCC(=O)Nc2c(C)cccc2C)n(-c2ccc(F)cc2)c1=O	.	-3	.	-5%	1%	-5%	?	.	.
COc1cccc(CNc2nc3nc(C)cc(C)n3n2)c1	-12%	-1	-8%	0%	-1%	0%	0%	-0.1	8
O=C(Nc1ccccc1F)N(CCCN1CCOCC1)Cc1cc2cc3c(cc2[nH]c1=O)OCCO3	-22%	0	-1%	-10%	.	-8%	0%	0.2	-6
CC(=O)Nc1ccc(S(=O)(=O)N2CCN(c3cc(C)nc4ncnn34)CC2)cc1	-15%	-5	-4%	2%	2%	0%	-7%	0.9	-13
CC(OC(=O)CN1C(=O)NC2(CCCC2)C1=O)C(=O)Nc1cccc(Cl)c1 (stereo not given)	3%	-3	4%	-2%	10%	2%	0%	0.2	-19
Nc1sc2c([n+]1CCCS(=O)(=O)[O-])CCCC2	3%	-3	0%	1%	0%	0%	-4%	-8.2	-6
O=C(CSc1ccc([N+](=O)[O-])cn1)Nc1ccc2c(c1)OCO2	-12%	6	4%	-2%	-5%	1%	-5%	-1.5	-10
COc1ccc(C2(CNC(=O)c3ccc(OC)c([N+](=O)[O-])c3)CCCCC2)cc1OC	12%	-2	-3%	-6%	-2%	0%	-2%	6.2	6
COc1cc(/C=C(\C#N)C(=O)NCC2CCCO2)ccc1OCCC(C)C (stereo not given)	8%	-1	0%	2%	3%	3%	9%	1.2	-7
N#C/C(=C(/O)COC(=O)COc1ccc(Cl)cc1)c1nc2ccccc2[nH]1	29%	-1	1%	2%	?	?	19%	2.3	-3
NC(=O)C1=C[C@@H](c2ccc3c(c2)OCO3)C[C@@H](OCCCCO)O1	-27%	9	2%	-3%	6%	1%	-11%	.	.
Cc1ccc(C(=O)N/N=C/c2c(O)ccc3ccccc23)cn1	-16%	4	-12%	-3%	0%	-1%	0%	9.9	16
COc1ccc(NC(=O)Cn2cc(C(=O)c3ccncc3)c(=O)c3cc(C)ccc32)cc1Cl	?	-2	-7%	-2%	0%	5%	?	-0.5	.
O=C(CSc1nnc2ccc3ccccc3n12)N1CCOCC1	-26%	1	-8%	-1%	2%	-4%	-7%	-0.1	-4
COCC(=O)N1CCCC(C(=O)c2ccc(-c3ccccc3)c(F)c2)C1 (stereo not given)	-14%	-2	-11%	-1%	2%	0%	98%[activator]	-0.5	-14
Cc1nn(C)c(Cl)c1S(=O)(=O)N1CCC(CO)(CCc2ccccc2)CC1	-11%	-7	-3%	-6%	-1%	2%	7%	0.8	7
CC(C)CN1CCC(=O)N(CCN=[N+]=[N-])CC1	-15%	0	7%	-3%&-3%	-6%	-1%&1%	9%	1.9	7
COCCNc1nnc(SCC(=O)N2CCN(S(=O)(=O)c3ccccc3)CC2)s1	-35%	-4	-9%	-4%	-2%	2%	1%	-0.2	9
COc1ccc(N(CC(=O)NCCc2ccc(Cl)cc2)S(=O)(=O)c2c(C)[nH]c(=O)[nH]c2=O)cc1	12%	-13	3%	-1%	16%	-2%	-8%	-1.0	2

Screening results: PubChem, National Center for Advancing Translational Sciences (NCATS)

A portion of the library; rates above refer to the full screens.
